FN deposit inh – inhibitors of fibronectin matrix deposition, primary screen, AH1F cells, Alexa488-fibronectin fluorescence, plate reader; inhibition, % at 12.6 µM; AH1F fibroblasts, overnight; 350,000 compounds, 0.086% hits;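 active = mean inhibition across replicates of 30% or more, regardless of how many single replicates reach that level; inconclusive = mean under 30% yet at least half of replicates reach 30%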;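 also: positive control wells lacked labelled fibronectin entirely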
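Measured by – fluorescence 485/525 nm · System – AH1F fibroblast monolayer, labelled fibronectin deposition · Amount – 10000 cells per well · Buffer or medium – serum-reduced DMEM (2% serum) · Doses – single dose, pinned · Also added – fluorescent fibronectin at 24 nM final · Schedule – 1 h cell attachment, overnight exposure to compound and label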
Casp6 inh – human caspase-6 inhibitors, primary screen, biochemical, VEID-R110 fluorescence, single point, set 2; P55212; purified caspase-6, Z-VEID-R110 cleavage fluorescence; inhibition, % at 12.5 µM; 350,000 compounds, 0.53% hits;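 active = mean inhibition across replicates at least about 35%, with every replicate also reaching that limit, limit read from the data; inconclusive = only one of the two criteria met; inactive = neither criterion met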;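 also: 0% = median of neutral control wells and 100% = no fluorescence left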
Target sequence (P55212 24-179 limits assumed): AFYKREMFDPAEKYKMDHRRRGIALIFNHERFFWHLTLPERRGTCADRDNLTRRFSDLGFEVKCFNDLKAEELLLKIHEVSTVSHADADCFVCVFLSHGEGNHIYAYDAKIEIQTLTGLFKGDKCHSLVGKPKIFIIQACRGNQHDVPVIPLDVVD
Target sequence (P55212 194-293 limits assumed): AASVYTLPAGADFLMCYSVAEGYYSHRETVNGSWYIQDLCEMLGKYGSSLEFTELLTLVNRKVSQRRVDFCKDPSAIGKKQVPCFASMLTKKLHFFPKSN
C2C12 statin – suppressors of statin myotoxicity in C2C12 myotubes, primary screen, cell-based, single point, plate reader. 330,000 compounds, 0.78% hits. AID 602340, 2012. C2C12 myotubes + simvastatin, ATP luminescence, 48 h; scaled: DMSO 0, geranylgeraniol control 100. rescue of ATP level, % at 7.49 µM;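 active = mean ATP rescue above about 67%, or every replicate alone reaching that limit, limit read from the data, passing the limit was not always enough; inconclusive = no clear call, values can overlap the other calls; inactive = mean under the limit and some replicate under it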;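 also: myotubes were challenged with 10 µM simvastatin during compound exposure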
esBAF inh – Bmi1 luciferase reporter increase in mESCs, primary screen, esBAF inhibitor project, mouse ES cells, Bmi1 luciferase knock-in, single point | AID 602393, 2012 | reporter increase, % at 12.5 µM | 350,000 compounds, 2% hits | 24 h; 100% = twice the neutral-well signal; in the data active = activation above about 40%; inconclusive = no clear call, values can overlap the other calls;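 also: 0% = median of the plate's neutral control wells and 100% = double that signal; a rise in the Bmi1 reporter signal indicates esBAF inhibition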
LGR2 inh – inhibitors of bursicon-induced LGR2 CRE-luciferase signal, primary screen, cell-based, HEK293, CRE-luciferase reporter, bursicon stimulation | Drosophila bursicon receptor LGR2 (rickets) | bursicon-stimulated, 4 h | inhibition, % at 9.99 µM | 380,000 compounds, 0.35% hits | AID 720647, 2013;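 active = drop in luminescence signal, shown as inhibition above about 50% in the replicate tests, limit read from the data, passing the limit was not always enough; inconclusive = probably only some replicates passing the limit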;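 also: agonist challenge used bursicon conditioned medium at about half maximal strength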
SIRT5 inh – SIRT5 desuccinylase inhibitors, primary screen, biochemical, fluorescence imaging, single point, set 5; Purified SirT5, succinyl-peptide AMC, trypsin-coupled fluorescence; inhibition, % at 15 µM; 330,000 compounds, 1.1% hits; in the data active = inhibition above about 15%; inconclusive = no clear call, values can overlap the other calls
Target sequence (Q9NXA8 whole entry, looked up): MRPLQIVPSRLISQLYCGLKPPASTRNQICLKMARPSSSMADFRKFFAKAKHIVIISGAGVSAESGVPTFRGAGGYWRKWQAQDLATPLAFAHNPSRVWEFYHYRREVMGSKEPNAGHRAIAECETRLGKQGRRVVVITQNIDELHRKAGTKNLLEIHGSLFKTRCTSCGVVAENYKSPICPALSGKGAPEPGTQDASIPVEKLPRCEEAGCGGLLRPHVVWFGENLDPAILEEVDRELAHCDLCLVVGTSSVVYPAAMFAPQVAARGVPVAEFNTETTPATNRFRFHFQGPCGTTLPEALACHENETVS
S100A4 MyoIIA – inhibitors of S100A4-myosin IIA peptide binding, primary screen, biochemical, fluorescence polarization, TAMRA-MyoIIA peptide. Protein S100-A4 (Homo sapiens), P26447. inhibition, % at 10.7 µM. 360,000 compounds, 0.14% hits;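 active = mean inhibition of at least 70% across replicates, with every replicate also reaching that level; inconclusive = mean inhibition reaches 70% but some replicates fall short; inactive = mean inhibition below 70%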
Target sequence (P26447 whole entry, looked up): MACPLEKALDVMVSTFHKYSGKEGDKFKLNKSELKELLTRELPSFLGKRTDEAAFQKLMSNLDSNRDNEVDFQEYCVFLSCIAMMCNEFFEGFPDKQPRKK
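Test system – S100A4 monomer (human) · Compound – single-point compound testing · Schedule – 5 min incubation before reading · Probe or stimulus – TAMRA-labelled myosin IIA heavy-chain peptide probe, 5 nM · Benchmarks – neutral control DMSO, positive control TFP · Medium – Calcium-containing HEPES buffer, pH 7.2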
An asterisk follows results filed as active; ? = inconclusive; · = no result given; & = joins results of further samples. A portion of the library; rates above refer to the full screens.

Values in the order: FN deposit inh | Casp6 inh | C2C12 statin | esBAF inh | LGR2 inh | SIRT5 inh | S100A4 MyoIIA
CCOC(=O)/C=C/C(=O)OCC(=O)Nc1ccc(Cl)cn1
    · | 2 | 6 | -1 | 4 | -1 | 2
COc1cccc(-c2ccc([C@@H]3[C@H](CO)N4CCCCN(S(=O)(=O)c5cccs5)C[C@@H]34)cc2)c1
    · | 1 | 10 | -1 | -6 | 10 | 30
CCOCc1nnc(NC(=O)c2cc(OC)c(OC)c(OC)c2)s1
    2 | 1 | -4 | -2 | 2 | 12 | 15
O=C(c1cccc(Cl)c1)N1CCN(Cc2ccccc2)CC1
    -2 | 2 | 2 | -3 | -11 | -3 | -2
COCCCNC(=O)CN(c1cc(Cl)cc(Cl)c1)S(C)(=O)=O
    · | -5 | -49 | -2 | 6 | -2 | 1
COc1ccc(S(=O)(=O)N[C@@H]2CC[C@@H](CC(=O)NCCc3ccccc3)O[C@@H]2CO)cc1
    11 | 0 | -7 | 3 | -1 | -5 | -20
CCCOC(=O)C(C)Sc1n[nH]c(=O)[nH]c1=O (stereo not drawn)
    11 | -2 | -5 | -6 | 0 | -3 | 1
CSc1ccc(Cl)c(C(=O)NCCCn2ccnc2)c1
    -1 | -15 | 7 | -4 | 8 | -1 | 0
COc1ccc(C(C)(O)c2nc(-c3cncnc3)cs2)cc1 (stereo not drawn)
    -4 | -2 | 2 | 6 | 7 | · | -3
Cc1nc2ccc3nc(NC(=O)c4ccc(S(=O)(=O)N5CCOCC5)cc4)sc3c2s1
    7 | · | -15 | -11 | -2 | · | ·
NCCC(=O)N1c2ccccc2Sc2ccccc21
    1 | -10 | -9 | 3 | 4 | -1 | 3
COc1cccc(N(CC(=O)NC2CCCC2)C(=O)Cn2nnc(-c3ccc(C)o3)n2)c1
    -2 | 0 | ? | -2 | 22 | · | -14
O=C(O)c1nnn(-c2ccc([N+](=O)[O-])cc2)c1-c1ccccc1
    -3 | 0 | 3 | 12 | 6 | 0 | -1
Cc1noc(C)c1NC(=O)NCC[C@@H]1CC[C@@H](NC(=O)c2ccc(F)cc2)[C@H](CO)O1
    8 | -137 | 3 | 1 | 11 | -2 | 8
COc1ccc(NC(=O)C2CCCN(S(=O)(=O)c3c(C)[nH]c(=O)[nH]c3=O)C2)cc1 (stereo not drawn)
    · | · | -4 | 3 | -4 | · | ·
O=C(NCc1ccccc1)C(c1ccccc1F)n1c(=O)c(-c2ccccc2)nc2ccccc21 (stereo not drawn)
    2 | -3 | · | · | 5 | -4 | -1
COC(=O)C1=C(C)N(Cc2ccccc2C(F)(F)F)C(=NCc2ccc(C(F)(F)F)cc2)NC1c1cccc(Cl)c1 (stereo not drawn)
    2 | -2 | · | · | -4 | 1 | -9
C[C@@H]1CN([C@@H](C)CO)C(=O)c2cc(NS(=O)(=O)c3cccs3)ccc2O[C@@H](C)CCCCO[C@@H]1CN(C)Cc1ccc(C(F)(F)F)cc1
    · | -2 | 116* | -3 | 10 | 19* | 0
O=C1CN(C(=O)COC(=O)c2ccccc2NC(=O)c2ccco2)c2ccccc2N1
    1 | · | 3 | 5 | · | · | ·
Cc1cc2[nH]c(=O)c(=O)[nH]c2cc1S(=O)(=O)Nc1ccccc1F
    -2 | 1 | -4 | 6 | -15 | · | -2
CN(C)CC#Cc1ccc([C@@H]2[C@H](CO)N3C(=O)CN(C(=O)c4cccnc4)C[C@@H]23)cc1
    · | · | · | · | 9 | -3 | 14
CO[C@H]1CN(C)C(=O)c2ccc(NC(C)=O)cc2OC[C@H](C)N(Cc2ccncc2)C[C@H]1C
    5 | -5 | -3 | 2 | 3 | 2 | 7
CCNC(=O)C[C@@H]1C=C[C@@H](NC(=O)NC2CCCCC2)[C@H](CO)O1
    18 | 1 | 8 | -6 | 18 | -1 | ?
C[C@@H]1CN([C@H](C)CO)C(=O)Cc2cc(NS(C)(=O)=O)ccc2O[C@H]1CN(C)Cc1ccc(C(=O)Nc2ccccc2N)cc1
    · | -2 | · | · | -34 | 12 | -4
COCCn1c(=NC(=O)CSCC(=O)Nc2cc(C)on2)sc2cc(C(=O)OC)ccc21
    · | 2 | · | · | -2 | -2 | 6
CC(=O)N(C)C[C@@H]1Oc2ncc(-c3cccc(F)c3)cc2C(=O)N([C@@H](C)CO)C[C@H]1C
    16 | 0 | -8 | -1 | -30 | 0 | 18
C[C@@H]1CN([C@@H](C)CO)C(=O)c2cc(Br)cnc2O[C@H]1CN(C)C(=O)c1ccccn1
    6 | 0 | 9 | -3 | 27 | 1 | 10
CCCCOCCCNC(=O)C[C@@H]1C[C@@]2(C(=O)OCC)CCCC=C2N(CCc2ccc(OC)c(OC)c2)C1=O
    23 | -2 | · | · | 1 | -2 | -11
O=C(COC(=O)c1cccs1)NCCCc1ccccc1
    -12 | -1 | · | · | -4 | -1 | -14
CN(C(=O)COC(=O)c1c[nH]c(=O)[nH]c1=O)C1CCCCC1
    3 | · | -1 | -3 | · | · | ·
Cc1noc(C)c1S(=O)(=O)Nc1ccc2c(c1)C(=O)N([C@H](C)CO)C[C@@H](C)[C@H](CN(C)C)OCCCC[C@@H](C)O2
    3 | 2 | · | 0 | -6 | -2 | 0
CCOCCOC(=O)c1[nH]c2c(c1C)C(=O)CC(c1ccccc1)C2 (stereo not drawn)
    -27 | -1 | -160 | 8 | -4 | -6 | -3
O=C(CCc1c[nH]c2ccccc12)NCCc1ccccc1
    4 | 0 | 5 | 6 | -2 | -5 | 0
Cc1cc(N/N=C/c2cccc(Cl)c2)nc(NCc2ccccc2)n1
    0 | · | 2 | -4 | -24 | · | ·
O=C(Nc1cccc(-c2cnc3ccccc3n2)c1)c1ccc(Cl)cc1
    · | 4 | -203 | 11 | 2 | -3 | 2
CN(C)CC#Cc1ccc([C@@H]2[C@@H](CO)N3C(=O)CN(C(=O)c4ccc(F)cc4)C[C@@H]23)cc1
    · | 0 | · | · | -14 | 2 | -2
CCC(=O)Nc1cccc(-c2nnc(-c3cccc(NC(=O)CC)c3)o2)c1
    · | · | -15 | 5 | 9 | -1 | -1
COc1cccc(C(N)=O)c1OC(=O)Cc1ccccc1F
    10 | 7 | -10 | 13 | 6 | -3 | 1
O=C(COc1ccccc1Cc1ccccc1)NCCCN1CCOCC1
    7 | -3 | · | · | -4 | 10 | -4
CCN1CCN(C/C(C)=C/c2ccccc2)CC1
    1 | -12 | 2 | -7 | 8 | -1 | -16
CC(C)CCn1nnnc1CN1CCN(c2ccc(F)cc2)CC1
    4 | 2 | · | · | 16 | -4 | -3
COc1cc(C(c2c(C)[nH][nH]c2=O)c2c(C)[nH][nH]c2=O)cc(Br)c1OC
    5 | 23 | -10 | 0 | -12 | -1 | -4
CCOc1ccc(N(CC(=O)NC2CCCCC2)C(=O)CCC(=O)Nc2nccs2)cc1
    1 | 2 | 28 | 0 | -1 | -41 | -2
CC(C)C[C@H](NC(=O)c1nc[nH]c1C(=O)N1CCc2ccccc2C1)C(=O)OCc1ccccc1
    -6 | 5 | 4 | -3 | 11 | · | 0
Cc1ccc(NC(=O)CSc2nnc(COc3ccccc3C)o2)cc1
    · | 1 | · | · | -12 | -1 | -5
COc1cccc2c(=O)c(C(=O)NCc3cccs3)c[nH]c12
    17 | · | -2 | ? | · | · | ·
O=C(CC1c2ccccc2Oc2ccccc21)N1CCN(c2ccccn2)CC1
    · | -1 | -18 | 1 | 11 | 2 | -15
COc1ccc(C(=O)NCC(=O)OCC(=O)NCc2ccc3c(c2)OCO3)cc1
    -22 | 2 | -4 | -4 | 3 | 0 | -3
Cn1cnnc1SCC(=O)NC1CCCN(Cc2ccc(Cl)cc2)C1 (stereo not drawn)
    5 | -8 | · | · | 10 | 4 | -14
COc1ccc(/C(N)=N/OC(=O)c2ccc3c(c2)OCO3)cc1
    -8 | 0 | · | · | -37 | · | 1
N#C[C@H]1[C@H](c2ccc(C#Cc3ccc(F)cc3)cc2)[C@H](CO)N1C(=O)Nc1ccc(F)cc1
    8 | 0 | 22 | 36 | 9 | 6 | -1
COC(=O)CC1C(=O)NCCN1C(=O)c1c(F)cccc1F (stereo not drawn)
    2 | 3 | -12 | -7 | -25 | 3 | -1
O=S(=O)(c1ccccc1)N1CCN(CCO)CC1
    -10 | -3 | 1 | 5 | 11 | 1 | -1
COc1ccc(-c2nc(N)n(C(=O)c3cccs3)n2)cc1
    -3 | 0 | 21 | 2 | ? | 2 | -1
CCCNC(=O)NC(=O)CSc1ccc(C)cc1C
    9 | -1 | · | · | -20 | -4 | 2
C/C(N)=C(/C#N)C(=O)CSc1nc2scc(-c3ccc(F)cc3)c2c(=O)n1C
    12 | -3 | · | · | -13 | -6 | -3
Cn1nc(C(=O)Nc2ccc(Br)cc2)cc1C(=O)Nc1ccc(Br)cc1
    -4 | 0 | 0 | -5 | -12 | -4 | 2
CC(=O)Nc1ccc(CN2CCCC(CO)(Cc3ccccc3C)C2)cc1 (stereo not drawn)
    -4 | 4 | · | · | 17 | -2 | -4
c1ccc(-n2c(Cc3cccnc3)nc3cnccc32)cc1
    -7 | · | 7 | -8 | · | · | ·
CC(C(=O)Nc1cccnc1)c1ccc([N+](=O)[O-])cc1 (stereo not drawn)
    · | -1 | · | · | 9 | -9 | -3

In another format: entries from further up
smiles,FN deposit inh,Casp6 inh,C2C12 statin,esBAF inh,LGR2 inh,SIRT5 inh,S100A4 MyoIIA
Cc1cc2[nH]c(=O)c(=O)[nH]c2cc1S(=O)(=O)Nc1ccccc1F,-2,1,-4,6,-15,·,-2
CO[C@H]1CN(C)C(=O)c2ccc(NC(C)=O)cc2OC[C@H](C)N(Cc2ccncc2)C[C@H]1C,5,-5,-3,2,3,2,7

Next section.
Values in the order: FN deposit inh | Casp6 inh | C2C12 statin | esBAF inh | LGR2 inh | SIRT5 inh | S100A4 MyoIIA
Cc1ccccc1-c1ccc(=O)n(CC(=O)Nc2ccc(C(=O)N3CCCC3)cc2)n1
    6 | · | -9 | -5 | · | · | ·
O=C(NCCCn1ccnc1)c1ccccc1F
    -1 | 0 | -1 | -2 | 8 | -3 | -4
CCNCCNC(=O)c1c(O)c2c([nH]c1=O)CCCC2
    · | -4 | -11 | 8 | 3 | -6 | -3
CCCCN(C)C(=O)c1nc2ccccn2c1CN1CCC[C@H]1C(=O)OC
    -1 | -2 | 2 | -3 | -1 | -1 | -2
Cc1ccsc1C(=O)OC(C)C(=O)Nc1ccc(Cl)cn1 (stereo not drawn)
    2 | 4 | -2 | -6 | -1 | 2 | -12
C[C@@H]1CN([C@@H](C)CO)C(=O)c2cc(Br)cnc2O[C@@H]1CN(C)CC1CCOCC1
    -10 | -3 | 25 | -11 | · | -3 | -12
CO[C@H]1CN(C)C(=O)c2ccc(NC(=O)c3ccc4c(c3)OCO4)cc2OC[C@H](C)N(CCC(F)(F)F)C[C@@H]1C
    -2&-1 | 1 | 60 | -12 | -5 | 0 | 0
Cc1onc(-c2ccccc2Cl)c1C(=O)N1CCN(C)CC1
    5 | -2 | -2 | -11 | 9 | 0 | -4
